CHO parental Ca = ATP-evoked calcium signal inhibitors, parental CHO, primary screen, counter-screen for OX1R antagonist project, cell-based, fluorescence, Fluo-8 calcium dye; parental CHO-K1, ATP-induced calcium, Fluo-8 fluorescence; inhibition, % at 5.6 µM; actives 0.63% (n = 330,000); AID 463079, 2010;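 active = inhibition above that plate's mean sample inhibition plus 3 SD, cut at about 26% in these data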;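 note: 0% = ATP-challenged DMSO wells and 100% = DMSO wells without ATP; some compounds past the cut are filed as inactive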
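Assay system – parental CHO cells · Reagent – ATP stimulus · Detection – intracellular calcium via Fluo-8 no-wash fluorescent dye · Evaluation – percent inhibition of ATP-evoked calcium rise, normalized to controls · Controls – ATP wells versus no-ATP DMSO wells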
M1 ag parental = counter-screen for M1 agonists: effect in parental CHO-K1 cells | Fluo-8 calcium fluorescence; scaled to maximal ATP response, vehicle zero | activation, % at 3 µM | actives 0.48% (n = 360,000); in the data active = activation above about 15%;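 note: untransfected CHO-K1 host cells lacking M1 receptor as counterscreen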
CHO-K1 Ca PAM = nonselective calcium activators in parental CHO-K1 cells, primary screen, counter-screen for M1 PAM project, cell-based, Fluo-8 calcium fluorescence, full deck, 1536-well. activation, % at 3 µM. AID 602247, 2012. actives 0.02% (n = 360,000). ATP EC20; 0% at ATP EC20, 100% at ATP max;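 active = activation above the run cutoff, the mean activation of all test compounds plus 3 SD, cut at about 40% in these data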;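 note: peak over basal fluorescence ratio in a 140 s read after ATP addition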
OXTR potentiator = human OXTR potentiators, primary screen, fluorescence, CHO-OTR cells, Fluo-8 calcium. Oxytocin receptor (Homo sapiens), P30559. Fluo-8 calcium fluorescence, potentiator mode; 0% = oxytocin EC15, 100% = EC100. activation, % at 3 µM. actives 0.061% (n = 320,000). AID 2445, 2010;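 active = activation above that plate's cutoff, the mean activation of tested compounds plus 3 SD, cut at about 6.6% in these data, passing the limit was not always enough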;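 note: 100% uses oxytocin at 75 nM as the full agonist control; some results filed as inactive read as strong as hits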
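Replication – single well per compound, singlicate · Assay system – CHO cell line stably expressing human OTR · Timing – 6 min pre-incubation, 100 s read · Measure – normalized max/min fluorescence ratio, % activation · Doses – 3.0 µM, one dose · Detection – Fluo-8 calcium dye fluorescence · Probe or stimulus – oxytocin near EC15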
GPR7 antag = GPR7 receptor antagonists, primary screen, cell-based, fluorescence, single concentration. Neuropeptides B/W receptor type 1 (Homo sapiens), P48145. GPR7-expressing cells, fluorescence antagonist assay. inhibition, % at 4.4 µM. actives 1.1% (n = 290,000). AID 1861, 2009; in the data active = inhibition above about 16%, passing the limit was not always enough;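 note: cells stimulated with the agonist NPW; 0% = agonist with vehicle and 100% = vehicle without agonist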
Target sequence (P48145 whole entry, looked up): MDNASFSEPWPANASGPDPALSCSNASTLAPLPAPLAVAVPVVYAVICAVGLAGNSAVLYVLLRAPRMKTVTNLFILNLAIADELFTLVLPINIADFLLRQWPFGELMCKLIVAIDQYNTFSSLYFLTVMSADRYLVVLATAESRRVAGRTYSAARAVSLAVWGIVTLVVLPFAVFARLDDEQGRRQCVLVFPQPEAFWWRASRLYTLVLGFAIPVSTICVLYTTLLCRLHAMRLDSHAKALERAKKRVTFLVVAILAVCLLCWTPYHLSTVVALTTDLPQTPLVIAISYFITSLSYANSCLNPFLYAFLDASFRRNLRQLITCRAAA
V1aR counter = agonists of human V1a receptor, primary screen, counter-screen for OXTR agonist project, fluorescence, CHO-V1R cells; Vasopressin V1a receptor (Homo sapiens), P37288; Fluo-8 calcium fluorescence, agonist mode; 0% DMSO, 100% 3 nM vasopressin; activation, % at 3 µM; actives 0.25% (n = 320,000);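 active = activation above the mean activation of all tested compounds plus 3 SD, per screening run, cut at about 20% in these data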;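 note: signal is peak over basal fluorescence ratio across a 100 second FLIPR read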
Target sequence (P37288 whole entry, looked up): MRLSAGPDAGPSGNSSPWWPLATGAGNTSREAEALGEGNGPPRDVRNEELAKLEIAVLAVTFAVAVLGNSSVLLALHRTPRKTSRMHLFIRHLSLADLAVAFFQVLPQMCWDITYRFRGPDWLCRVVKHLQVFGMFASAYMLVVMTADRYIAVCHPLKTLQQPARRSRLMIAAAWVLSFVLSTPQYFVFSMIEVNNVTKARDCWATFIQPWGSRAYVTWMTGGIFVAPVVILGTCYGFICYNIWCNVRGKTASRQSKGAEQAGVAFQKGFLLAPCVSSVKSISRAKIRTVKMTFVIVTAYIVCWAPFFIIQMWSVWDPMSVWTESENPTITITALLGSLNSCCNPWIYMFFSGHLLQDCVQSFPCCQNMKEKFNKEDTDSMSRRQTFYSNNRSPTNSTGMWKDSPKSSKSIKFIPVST
CHO-K1 Ca antag = counter-screen for M1 antagonists: effect in parental CHO-K1 cells; inhibition, % at 3 µM; ATP-induced calcium, Fluo-8 fluorescence; actives 0.6% (n = 360,000);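 active = inhibition above a per-plate cutoff, the plate's mean sample inhibition plus 3 SD, cut at about 24% in these data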;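 note: 0% = DMSO plus EC80 ATP and 100% = DMSO alone without ATP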
OXTR agonist = human OXTR agonists, primary screen, fluorescence, CHO-OTR cells, Fluo-8 calcium. actives 0.32% (n = 320,000). AID 2435, 2010. Oxytocin receptor (Homo sapiens), P30559. activation, % at 3 µM. Fluo-8 calcium fluorescence; normalized: DMSO 0%, oxytocin 100%;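 active = activation above the mean of all tested compounds plus 3 SD, cutoff set per screening run, cut at about 20% in these data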;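 note: peak over basal fluorescence ratio from a 100 s FLIPR kinetic read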
TAAR1 antagonist = human TAAR1 antagonists, primary screen, Fluo-8 calcium fluorescence, CHO RD-HGA16 cells. inhibition, % at 3 µM. AID 624466, 2012. actives 1.5% (n = 360,000). antagonist. Trace amine-associated receptor 1 (Homo sapiens), Q96RJ0;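 active = inhibition above a per-plate cutoff, the mean inhibition of test compounds on that plate plus 3 SD, cut at about 49% in these data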;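 note: 0% = DMSO plus EC80 beta-PEA response and 100% = DMSO alone without agonist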
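test system = CHO RD-HGA16 cells bearing hTAAR1 | replication = singlicate | controls = DMSO-only wells and EC80 β-PEA-stimulated wells | reagent = EC80 β-phenethylamine stimulus | read-out basis = percent inhibition of PEA-evoked calcium signal, max/basal emission ratio | schedule = seeding 17-24 h prior, 75-min 37 °C, 30-min RT dye loading | signal = kinetic Fluo-8 calcium fluorescence measurement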
* hit, by the source's call; . = no result given.

mol | CHO parental Ca | M1 ag parental | CHO-K1 Ca PAM | OXTR potentiator | GPR7 antag | V1aR counter | CHO-K1 Ca antag | OXTR agonist | TAAR1 antagonist
NCCNC(=O)c1c(O)c2cccc3c2n(c1=O)CCC3 | . | 0.5 | -1 | . | -8 | . | -5 | . | -8
Cc1ccc(-c2cc(-c3ccccc3C)[nH]n2)c(O)c1 | -15 | 0.4 | 10 | -17 | -17 | 0.4 | -15 | 0.7 | 40
COc1ccc(/C(O)=C2\C(=O)C(=O)N(CC3CCCO3)C2c2cc(OC)ccc2OC)cc1 (stereo not drawn) | -11 | 0.1 | -10 | -3 | 2 | -0.3 | -11 | -0.6 | 0
Cn1nc(C(=O)N2CCOCC2)c2ccccc2c1=O | 7 | 0.1 | 6 | -13 | -8 | 0.1 | -4 | 0.2 | -1
CC(=O)NC(CC(=O)NCCc1ccccc1)c1ccccc1 (stereo not drawn) | . | 0.2 | -6 | . | 4 | . | 3 | . | -6
CCc1cccc(NC(=O)C2CCN(S(=O)(=O)c3ccc4c(c3)CC(C)N4C(C)=O)CC2)c1 (stereo not drawn) | 14 | 6.3 | 4 | -9 | 7 | 5.9 | 5 | 4.7 | 17
CSc1nc(=S)n(-c2cc(C)ccc2C)c(C)c1C(C)=O | -17 | 0.0 | 18 | -5 | -2 | -0.6 | -2 | -0.9 | -1
Cc1cccn2cc(CCNS(=O)(=O)c3cccs3)nc12 | -3 | 0.4 | 12 | -3 | -5 | -0.8 | -14 | 2.8 | 1
CCCNCc1cc(Br)ccc1OCC(=O)NCCc1ccccc1 | -9 | 3.3 | 18 | -5 | 12 | 3.0 | -4 | 3.4 | 11
COc1ccc(CNS(=O)(=O)c2ccc(OC)cc2)cc1 | -8 | 0.0 | -7 | -18 | 13 | 3.9 | 9 | 1.2 | -9
O=C(CNC(=O)C1CCCCC1)Nc1cc(Cl)ccc1Cl | -30 | -0.7 | -14 | -1 | -11 | -0.9 | 25* | -1.9 | -20
CC(NC(=O)c1cncc(Br)c1)c1ccc(S(N)(=O)=O)cc1 (stereo not drawn) | -10 | -0.1 | 6 | -9 | 0 | 0.6 | 3 | 0.7 | -8
CSCc1c(C(=O)Nc2ccc3c(c2)OCO3)oc2ccccc12 | -23 | -0.8 | -14 | -1 | -4 | -1.4 | -14 | -2.1 | 1
COc1ccc(/C(N)=N/OC(=O)CSc2ccc(C)cc2)cc1OC | -18 | -0.3 | 2 | -4 | -3 | 0.5 | -6 | -1.2 | 19
CC(=O)Nc1ccc(CN(C)CC2CCCN(CCc3cccc(C(F)(F)F)c3)C2)cc1 (stereo not drawn) | -17 | 0.2 | 15 | -5 | 2 | 1.9 | -11 | 1.0 | 4
CCOC(=O)c1c(C)[nH]c(C)c1C(=O)COC(=O)c1cccc(S(=O)(=O)N(CC)CC)c1 | -23 | 3.4 | 2 | -8 | -1 | 5.2 | 12 | 1.5 | 7
Cc1ccc(CNn2cnnc2SCc2ccc(F)cc2)cc1 | -4 | 2.0 | 20 | -8 | 3 | 1.6 | 0 | 3.5 | 11
Cc1csc(NC(=O)CCC(=O)N(CC(=O)NC2CCCC2)Cc2ccccc2)n1 | -22 | 4.0 | 15 | -6 | 7 | 4.5 | -23 | 2.1 | -3
CSc1ccc(NC(=O)NCc2ccccc2)cc1 | 2 | 4.2 | 12 | -3 | -7 | -0.2 | -10 | -2.6 | -12
COc1ccc(-c2csc3ncnc(N4CCN(c5ccccc5O)CC4)c23)cc1 | -16 | 1.3 | 13 | -12 | 12 | -1.6 | 8 | -1.3 | .

Already shown: entries from further up.
mol | CHO parental Ca | M1 ag parental | CHO-K1 Ca PAM | OXTR potentiator | GPR7 antag | V1aR counter | CHO-K1 Ca antag | OXTR agonist | TAAR1 antagonist
CCOC(=O)c1c(C)[nH]c(C)c1C(=O)COC(=O)c1cccc(S(=O)(=O)N(CC)CC)c1 | -23 | 3.4 | 2 | -8 | -1 | 5.2 | 12 | 1.5 | 7
Cc1ccc(CNn2cnnc2SCc2ccc(F)cc2)cc1 | -4 | 2.0 | 20 | -8 | 3 | 1.6 | 0 | 3.5 | 11
Cc1csc(NC(=O)CCC(=O)N(CC(=O)NC2CCCC2)Cc2ccccc2)n1 | -22 | 4.0 | 15 | -6 | 7 | 4.5 | -23 | 2.1 | -3
CSc1ccc(NC(=O)NCc2ccccc2)cc1 | 2 | 4.2 | 12 | -3 | -7 | -0.2 | -10 | -2.6 | -12
COc1ccc(-c2csc3ncnc(N4CCN(c5ccccc5O)CC4)c23)cc1 | -16 | 1.3 | 13 | -12 | 12 | -1.6 | 8 | -1.3 | .

The results go on:
mol | CHO parental Ca | M1 ag parental | CHO-K1 Ca PAM | OXTR potentiator | GPR7 antag | V1aR counter | CHO-K1 Ca antag | OXTR agonist | TAAR1 antagonist
COc1ccc(NC(=O)Nc2ccccc2F)cc1Cl | -15 | 3.5 | 6 | -6 | 3 | 1.9 | 6 | -1.6 | 25
O=C(Oc1cncc(Cl)c1)c1sccc1Cl | -4 | 0.4 | -7 | -6 | . | 0.0 | -1 | -1.7 | -23
O=C(NCCCN1CCCC1)C1CCC(=O)N1C1CCCCC1 (stereo not drawn) | -3 | -0.2 | 2 | -4 | 0 | 0.9 | 8 | 0.3 | -10
O=C1C2CCCN2C(c2ccc(F)cc2)N1c1cccc(Cl)c1 (stereo not drawn) | -4 | 0.3 | 1 | -10 | -2 | -0.5 | -1 | -1.8 | -7
Cc1noc(C)c1C(=O)N1CCN(Cc2ccccc2)CC1 | -4 | 0.3 | 2 | -5 | -8 | 0.8 | -3 | 0.1 | 11
COc1ccccc1N(Cc1ccccc1)S(=O)(=O)c1cccc(C(=O)Nc2ncccc2C)c1 | -22 | 0.9 | 5 | -14 | . | 0.1 | -5 | 0.7 | 29
NC(=O)c1nsc(C(=O)N(Cc2cccnc2)C(C(=O)NCc2ccccc2)c2ccc(O)cc2)c1N (stereo not drawn) | -8 | -0.6 | 7 | -6 | -2 | -0.3 | -6 | -0.8 | -11
CSc1ccc(CNC(=O)C2Cc3cc(S(=O)(=O)N4CCCCC4)ccc3N2C(C)=O)cc1 (stereo not drawn) | -4 | 1.1 | 6 | -11 | -6 | -0.5 | -7 | -1.8 | 7
CCN1C(=O)[C@H]2[C@H]3CN=C(SCC4CC4)N3[C@@](Cc3ccccc3)(C(=O)OC)[C@H]2C1=O | -28 | 1.6 | 10 | . | . | . | -17 | . | -8
CN1CSC2=C(C#N)C(c3cccc(OCc4ccccc4)c3)CC(=O)N2C1 (stereo not drawn) | 12 | 1.5 | 12 | -7 | -3 | 1.6 | -6 | 3.4 | -6
CC(C)(C)c1ccc(S(=O)(=O)n2c(CN3CCOCC3)nc3ccccc32)cc1 | -17 | 0.3 | 6 | -3 | 5 | -0.1 | -11 | -1.2 | -4
COc1ccc(Cc2nnc(SCC(=O)Nc3c(C)cccc3C)[nH]c2=O)cc1 | -9 | -0.1 | -4 | -10 | . | 0.5 | -4 | 0.4 | -14
Cc1cc(-c2cc(N)n(-c3ccccc3)n2)c(C)n1C1CCCC1 | -9 | -1.0 | 5 | -7 | -3 | -1.2 | 2 | -0.7 | -6
COCc1cc(Sc2cccc(Cl)c2Cl)nc(-c2ccccc2)n1 | -4 | 0.5 | 12 | -11 | -11 | 0.5 | -12 | -0.4 | 25
Cc1noc(C)c1C(=O)N(CC(C)C)c1nc2ccccc2s1 | -36 | -0.7 | 25 | -12 | -14 | 2.7 | 0 | -0.7 | -15
C=CCOc1c(/C=N\NC(N)=O)cccc1OC | -20 | -0.6 | 4 | 0 | 2 | -1.3 | -9 | -0.6 | -22
CC1Cc2ccccc2N1C(=O)COC(=O)c1ccc(S(=O)(=O)N(C)C)cc1 (stereo not drawn) | 2 | 1.3 | 10 | -10 | -13 | -0.7 | -8 | 0.4 | 17
CCN(CC(=O)Nc1c(F)cccc1F)C(=O)CCNS(=O)(=O)c1ccccc1C(F)(F)F | -10 | 0.6 | 8 | -1 | . | -0.3 | 9 | 2.0 | -7
COc1ccc(-n2ncc3c2CC(C)(C)CC3NC(=O)CN2CCOC2=O)cc1 (stereo not drawn) | . | 1.1 | 3 | . | 6 | . | -5 | . | 7
COc1ccc(N2CCN(CCNC(=O)c3ccc(NC(=O)C4CCCO4)cc3)CC2)cc1 (stereo not drawn) | -6 | 0.7 | 8 | -6 | -13 | 0.1 | -7 | 0.8 | -18

The list continues.
Screens by letter – A = CHO parental Ca; B = M1 ag parental; C = CHO-K1 Ca PAM; D = OXTR potentiator; E = GPR7 antag; F = V1aR counter; G = CHO-K1 Ca antag; H = OXTR agonist; I = TAAR1 antagonist
CCN(C(=O)COC(=O)/C=C/c1c(C)nn(-c2ccccc2)c1C)c1c(N)n(Cc2ccccc2)c(=O)[nH]c1=O
  A: .; B: 0.0; C: -12; D: .; E: .; F: .; G: 10; H: .; I: 17
O=C(CCC1CCCN(Cc2ccncc2)C1)NCc1ccc(F)c(F)c1 (stereo not drawn)
  A: -11; B: 0.4; C: 1; D: -19; E: -5; F: 2.9; G: -18; H: 8.3; I: 8
CCN1CCN(C(=O)CCCn2c(C)c3cnn(-c4ccccc4)c(=O)c3c2C)CC1
  A: 1; B: 0.2; C: 10; D: 0; E: 2; F: 1.0; G: 6; H: -0.2; I: 2
CCOC(=O)N/N=C\c1ccc([N+](=O)[O-])o1
  A: 11; B: -0.6; C: 1; D: -1; E: 3; F: 0.7; G: -11; H: 0.0; I: -18
CC(=O)n1cc([C@@H]2C=C(C(=O)NCc3ccccc3)O[C@H](OCc3ccc(CO)cc3)C2)c2ccccc21
  A: 7; B: 4.0; C: -1; D: -15; E: .; F: 1.1; G: -8; H: 2.4; I: 62*
